# Bioassay records (PubChem)
# E coli growth: bacterial growth inhibition, counter-screen for AddAB inhibitors; inhibition, % at 11.9 µM; 330,000 tested, 0.27% active; E. coli V3065 growth, OD600 absorbance, 18 h;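 active means inhibition above the campaign's mean inhibition across all tested compounds plus 3 SD, cut at about 9.9% in these data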;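 further: uninfected addAB+ strain grown without phage in ampicillin broth; 0% = DMSO wells and 100% = ciprofloxacin 0.95 µg/ml wells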
# DAGLB inh: blocks human DAGLB lipase activity; HEK293T DAGLB membrane lysate, EnzChek fluorogenic substrate; inhibition, % at 5.17 µM; 340,000 tested, 0.059% active; in the data active means inhibition above about 34%;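 further: 0% = enzyme with vehicle and 100% = wells lacking enzyme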
# Target sequence (Q8NCG7 whole entry, looked up): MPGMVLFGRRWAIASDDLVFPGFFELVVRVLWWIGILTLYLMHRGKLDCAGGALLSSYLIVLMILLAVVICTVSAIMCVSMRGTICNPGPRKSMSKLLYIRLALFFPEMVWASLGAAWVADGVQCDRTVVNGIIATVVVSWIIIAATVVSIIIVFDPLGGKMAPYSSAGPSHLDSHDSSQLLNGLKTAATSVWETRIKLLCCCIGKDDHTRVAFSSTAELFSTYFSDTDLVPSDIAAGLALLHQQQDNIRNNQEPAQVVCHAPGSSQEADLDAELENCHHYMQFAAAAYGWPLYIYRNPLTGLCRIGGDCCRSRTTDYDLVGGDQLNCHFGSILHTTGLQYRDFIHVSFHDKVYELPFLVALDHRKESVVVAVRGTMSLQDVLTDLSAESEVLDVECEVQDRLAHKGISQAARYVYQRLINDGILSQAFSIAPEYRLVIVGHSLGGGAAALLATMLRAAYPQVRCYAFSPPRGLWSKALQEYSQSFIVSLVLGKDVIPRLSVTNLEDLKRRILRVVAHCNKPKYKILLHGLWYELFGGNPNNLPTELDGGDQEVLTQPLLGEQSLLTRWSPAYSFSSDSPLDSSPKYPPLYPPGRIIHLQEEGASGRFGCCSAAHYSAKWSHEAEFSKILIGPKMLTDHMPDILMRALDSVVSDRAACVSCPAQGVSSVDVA
# Tat export inh: blocks Tat-dependent protein export in E. coli; 340,000 tested, 0.036% active; inhibition, % at 10 µM; E. coli MC4100 TorA-mCherry Tat export, fluorescence;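 active means mean replicate inhibition at least 50% and at least half of replicates individually reaching 50%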;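 further: exported cargo escapes ClpAP degradation while cytoplasmic cargo is degraded and loses fluorescence; 0% = median of neutral control wells and 100% = median of NaSCN control wells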
# Wnt act: Wnt/beta-catenin pathway activation | Wnt/beta-catenin reporter cell assay, activator, plate reader | activation, % at 9.35 µM | 300,000 tested, 1.2% active | AID 743398; in the data active means activation above about 30%, passing the limit was not always enough;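 further: 0% = neutral control wells and 100% = positive control wells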
# PfHsp90 set2: inhibits growth of yeast expressing Plasmodium falciparum Hsp90; S. cerevisiae expressing PfHsp90, BacTiter-Glo ATP, 48 h; yeast lacking PDR1 and PDR3 efflux regulators; inhibition, % at 9.4 µM; 310,000 tested, 0.32% active;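 active means every replicate shows inhibition above about 80%, whatever the replicate mean, limit read from the data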;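 further: 0% = DMSO neutral controls and 100% = 20 µM radicicol positive controls; yeast relying on Plasmodium falciparum Hsp90 in place of its own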
# PvdQ acylase: blocks Pseudomonas aeruginosa PvdQ acylase activity; purified PvdQ acylase, fluorescence plate reader; inhibition, % at 10 µM; 340,000 tested, 0.063% active; AID 488965; in the data active means inhibition above about 30%, passing the limit was not always enough;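 further: 0% = vehicle neutral wells and 100% = reference inhibitor wells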
# Rtt109 HAT inh: blocks Candida albicans Rtt109/Vps75 acetyltransferase activity | purified Rtt109/Vps75, ThioGlo CoA-SH fluorescence, 4 h | inhibition, % at 34.9 µM | 330,000 tested, 0.16% active | AID 540336;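 active means inhibition of at least 50% in every replicate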
# Target sequence (Q5AAJ8 whole entry, looked up): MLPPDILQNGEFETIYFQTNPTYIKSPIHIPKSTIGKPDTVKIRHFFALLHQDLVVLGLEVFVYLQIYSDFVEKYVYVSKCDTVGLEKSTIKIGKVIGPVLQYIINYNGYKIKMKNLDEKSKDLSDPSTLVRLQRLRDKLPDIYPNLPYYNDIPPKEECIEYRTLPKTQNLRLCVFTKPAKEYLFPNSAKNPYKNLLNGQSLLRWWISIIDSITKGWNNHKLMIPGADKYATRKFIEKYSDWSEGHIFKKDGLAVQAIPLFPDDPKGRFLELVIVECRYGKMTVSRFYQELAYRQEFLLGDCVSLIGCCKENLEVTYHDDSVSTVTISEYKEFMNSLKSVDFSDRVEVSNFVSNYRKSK
# AddAB inh: less growth of phage-infected E. coli with AddAB; 330,000 tested, 0.29% active; inhibition, % at 11.9 µM; AID 435030; E. coli expressing H. pylori AddAB, absorbance growth; in the data active means inhibition above about 12%;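 further: 0% = vehicle wells of infected cells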
# phage Ecoli inh: E. coli growth loss with phage present. growth absorbance. inhibition, % at 11.9 µM. 360,000 tested, 0.26% active. AID 651602; in the data active means inhibition above about 11%
# CAL PDZ FP: inhibitors of human CAL PDZ peptide binding. Q9HD26. inhibition, % at 20 µM. purified CAL PDZ, TMR-peptide fluorescence polarization, 1 h. 330,000 tested, 0.02% active. AID 504414;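 active means highest replicate inhibition of at least 40%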;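 further: plate controls were DMSO neutral control wells for no effect and unlabeled competitor peptide control wells for full effect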
#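 Control set: unlabelled peptide and DMSO controls / Material: purified CerCALP PDZ construct / Timing: 1 h incubation at room temperature before polarization reading / Doses: 20 µM, one dose / Detection: fluorescence polarization (mP)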
# * hit, by the source's call; x = not tested or not shown. Compounds were not picked by outcome; any-hit rate near 1.9%.
mol	E coli growth	DAGLB inh	Tat export inh	Wnt act	PfHsp90 set2	PvdQ acylase	Rtt109 HAT inh	AddAB inh	phage Ecoli inh	CAL PDZ FP
CN1CCN(C(CNS(=O)(=O)c2ccc(F)cc2)c2cccnc2)CC1 (stereo not given)	-3.5	1	-7	-6	4	-4	0	-1.4	3.0	-0.5
CC(=O)Nc1ccc(NC(=O)C(c2ccccc2)c2ccccc2)cc1	-2.5	0	0	-1	-30	-12	-4	1.5	1.2	x
Cc1c(C(=O)Nc2nccs2)oc2ccc(Br)cc12	-1.8	-2	4	1	-22	12	17	-2.6	-0.6	-1.7
O=C(Cc1coc2cc(O)ccc12)N1CCN(S(=O)(=O)c2ccc(Br)cc2)CC1	x	2	2	-6	x	-4	3	x	0.1	-3.0
CC[n+]1ccc(C)c2cc(SC(F)(F)F)ccc21	0.4	1	-14	x	9	-10	0	-0.6	x	-1.7
Cc1cccc(C(=O)OCC(=O)c2c(N)n(CC(C)C)c(=O)n(C)c2=O)c1[N+](=O)[O-]	0.5	-3	-1	-3	16	-14	-6	1.5	0.1	-1.9
COc1ccc2c(c1OC)C(=O)N(c1ccc(C)cc1)C2=O	-0.5	1	-5	5	-4	0	0	0.6	-0.3	0.6
Cc1ccc(C)c(N2CCN(CC3CCCCC3)CC2)c1	3.3	-7	-2	-2	-5	-16	4	2.2	-0.4	-0.4
CCOc1ccc(NC(=O)C(c2ccccn2)N(C(=O)CCl)c2ccc(F)cc2)cc1 (stereo not given)	-2.1	0	-3	x	-2	-1	4	3.1	x	-0.1
CCn1c(SCCC(=O)Nc2ccccc2)nnc1-c1ccc(OC)cc1	3.8	-1	0	x	22	0	-9	5.6	1.4	-0.6
Cc1ccc(N2CCN(C(=S)c3ccc(-c4cccc([N+](=O)[O-])c4)o3)CC2)cc1	-1.2	-2	2	2	3	4	-6	-0.3	2.9	-2.5
Nc1ccc2nc(SCc3cccc(F)c3)sc2c1	-1.6	2	-5	-1	-21	-4	1	-0.8	5.6	0.1
O=C(COC(=O)c1cccnc1Cl)Nc1cc(S(=O)(=O)N2CCCCC2)ccc1Cl	0.9	-5	-6	0	-20	-3	5	1.0	0.3	-0.4
O=C(NNC(=O)c1ccc([N+](=O)[O-])cc1Cl)c1ccncc1	-2.4	-2	-3	-2	x	-3	0	1.5	2.9	0.0
OC(CN1CCN(Cc2ccc3c(c2)OCO3)CC1)c1c[nH]c2ccccc12 (stereo not given)	x	1	-5	x	11	-12	12	x	1.1	-3.0
COc1ccc(CCNC(=O)C2COc3ccccc3O2)cc1OC (stereo not given)	x	0	4	-1	8	-7	1	x	0.1	-0.5
Cc1cc(OC(=O)c2c(F)cc(F)cc2F)nc(C)n1	0.6	-3	-1	0	17	7	0	3.5	2.1	-2.7
COc1cc(C(=O)OCC(=O)Nc2ccc(C)cc2)cc(OC)c1OC	-0.1	-3	-6	-2	4	-15	3	-0.3	2.9	-1.9
CCOC(=O)Cn1cnc2c(nnn2-c2ccccc2)c1=O	-2.5	3	-1	x	8	-16	-6	-1.0	x	-0.6
COc1ccccc1CNC(=O)[C@H](Cc1c[nH]c2ccccc12)NC(=O)[C@@H]1Cc2ccccc2CN1	-0.7	-1	-3	-1	-18	-6	-21	3.4	0.7	-0.3
COc1ccc(N2CCN(C(=O)C3CCC(Cn4c(=S)[nH]c5ccccc5c4=O)CC3)CC2)cc1 (stereo not given)	0.7	6	-3	x	-14	1	12	0.9	2.4	-2.2
O=c1c2ccsc2ncn1Cc1cccc(C(F)(F)F)c1	2.7	-4	-8	x	-4	-3	5	1.4	0.4	-0.2
NC1=NC(=O)C(c2ccccc2)C(=O)N1 (stereo not given)	x	-1	-1	3	15	-5	-4	x	-0.4	0.0
O=C(C1CCN(S(=O)(=O)c2ccc(-n3cnnn3)cc2)CC1)N1CCN(c2ccccc2)CC1	0.1	1	6	-2	-3	-11	-2	0.1	3.3	-1.6
O=c1[nH]c(=S)[nH]c2sccc12	-4.5	1	-6	3	5	7	7	-2.7	2.2	-0.3

# Next section (3 carried over from the part before).
mol	E coli growth	DAGLB inh	Tat export inh	Wnt act	PfHsp90 set2	PvdQ acylase	Rtt109 HAT inh	AddAB inh	phage Ecoli inh	CAL PDZ FP
NC1=NC(=O)C(c2ccccc2)C(=O)N1 (stereo not given)	x	-1	-1	3	15	-5	-4	x	-0.4	0.0
O=C(C1CCN(S(=O)(=O)c2ccc(-n3cnnn3)cc2)CC1)N1CCN(c2ccccc2)CC1	0.1	1	6	-2	-3	-11	-2	0.1	3.3	-1.6
O=c1[nH]c(=S)[nH]c2sccc12	-4.5	1	-6	3	5	7	7	-2.7	2.2	-0.3
COc1ccccc1NC(=O)CSc1nnc(-c2ccccn2)o1	1.2	1	-1	-4	-13	-13	7	1.7	-3.5	0.3
Cc1cccnc1CCNC(=O)CCc1nnc(CCc2ccccc2)o1	1.4	-3	-10	0	-28	-11	-5	0.8	2.8	-0.9
O=C(Nc1nnc(-c2ccncc2)o1)c1ccc2ccccc2c1	-14	1	-6	3	-30	4	-5	-1.8	-7.0	-1.9
COc1ccc2cc(C(c3nnnn3C3CCCCC3)N3CCCCCC3)c3nnnn3c2c1 (stereo not given)	0.2	2	-6	x	-6	6	12	0.4	0.5	x
O=C(NCCNS(=O)(=O)c1ccccc1Cl)c1cc(OCC(F)(F)F)ccc1OCC(F)(F)F	-1.3	-3	-3	-8	x	4	11	0.0	0.9	x
O=C(Nc1ccccc1)Nc1ccccn1	-1.8	0	2	x	-24	-7	-3	-1.0	2.5	x
Nc1cccc(Oc2cnccn2)c1	-0.3	-1	-9	1	12	1	5	-0.9	3.3	0.3
COc1ccc(OC)c(/C=N/n2c(C)nc3ccccc3c2=O)c1	1.8	x	x	1	x	x	x	1.0	1.1	x
CC(C)OC(=O)c1nnc(-c2ccccc2)nc1OC(C)C	-1.1	-8	1	x	x	-9	8	3.2	-1.7	0.8
CS(=O)(=O)c1ccc(Cl)c(NC(=O)Cc2ccccc2F)c1	-0.2	0	0	-2	-12	-13	0	3.4	0.3	-0.6
CCOC(=O)/C(=C/C=C1\Sc2cc(C)c(C)cc2N1CC)C(C)=O	x	-51	0	1	39	-5	-13	x	1.3	-2.7
O=C(COc1ccc2c3c(c(=O)oc2c1)CCC3)NCCN1CCOCC1	0.9	-2	-1	0	12	-5	7	-0.3	1.7	-0.8
Cc1ccc(NC(=O)c2cccc(S(=O)(=O)N(C)c3ccccc3)c2)cc1S(=O)(=O)N1CCOCC1	2.0	-1	10	x	-17	-3	-7	1.0	-0.9	-1.8
COc1ccc(C(C(=O)NC2CCCC2)N(CCCO)C(=O)Cn2nnc(-c3ccc(C)o3)n2)cc1 (stereo not given)	0.8	-2	-4	-3	21	-10	3	4.4	1.4	-1.9
COC(=O)Cn1c(=NC(=O)CSCC(=O)Nc2cc(C)on2)sc2cc(C(=O)OC)ccc21	-1.1	1	-2	5	18	-9	-3	1.1	1.8	-0.3
Cc1cccc(NC(=S)NC(NC(=O)OCc2ccccc2)C(Cl)(Cl)Cl)c1 (stereo not given)	0.8	-5	13	x	-25	-5	-1	2.4	0.5	3.2
CNC(=S)NNc1nc(C)cc(C)n1	3.2	0	2	0	-17	4	4	1.2	1.4	-3.4
COc1cccc(CN(Cc2ccco2)C(c2ccc(F)cc2)c2nnnn2C(C)(C)C)c1 (stereo not given)	1.2	-16	-14	x	-13	-12	-3	-1.0	0.7	-0.1
Cc1ccccc1N1CC(C(=O)Nc2ccc(S(=O)(=O)N3CCCC3)cc2)CC1=O (stereo not given)	1.1	2	0	2	7	-17	6	0.4	1.5	-1.8
Cc1cc(Cl)ccc1NNC(=O)CCc1ccccc1	0.8	-8	-6	-1	-17	-15	-9	2.3	1.2	0.3
COc1ccc(NC(=O)CCSc2nnc(C)s2)cc1	0.0	0	-13	2	x	3	10	3.1	2.8	-0.9
Fc1ccccc1Oc1nc(-c2ccncc2)nc2ccccc12	-3.5	-8	-7	-2	-3	-2	3	-1.1	1.5	-0.5
COc1ccc2oc(-c3ccncc3)cc(=O)c2c1	x	-2	-2	1	-30	-13	-1	x	2.8	-1.6
O=C1CC2(CCN(S(=O)(=O)c3ccccc3)CC2)Oc2ccccc21	0.5	-6	-3	1	x	-8	-7	0.5	2.6	-3.1
Cc1ccc(-n2c(CCc3ccccc3)nnc2SCC(=O)NCc2ccccc2)cc1C	2.4	2	5	x	x	-24	-39	-1.4	-1.7	x
Nc1c(-c2ccc(F)cc2)cnn1C1CCS(=O)(=O)C1 (stereo not given)	1.0	2	3	x	6	8	-7	1.5	3.8	-1.1
CC(C)(C)c1cc(C(=O)N/N=C/c2ccc(O)cc2)n(-c2ccccc2)n1	-2.5	1	1	-6	-6	3	-5	5.6	3.7	-1.9
O=C(Nc1cccc(-c2nnc(-c3ccccc3)o2)c1)c1ccc(Br)o1	1.2	-6	-9	1	9	-15	-9	3.3	2.0	-7.3
Cc1ccc(N(CN2C(=O)C3CC=CCC3C2=O)C(=O)c2ccco2)cc1Cl (stereo not given)	0.3	1	7	x	-7	-14	-7	2.1	-1.8	x
CCC1C/C(=C\c2cccnc2)C(=O)/C(=C/c2cccnc2)C1 (stereo not given)	x	-3	8	-17	100*	-8	6	x	3.3	-1.3
CC(C)NC(=O)N(C)C[C@H]1Oc2c(NC(=O)Nc3ccccc3)cccc2C(=O)N([C@H](C)CO)C[C@@H]1C	0.4	0	-3	-3	-14	8	8	3.6	2.2	-0.9
O=C(Nc1ccon1)c1sc2cc(F)ccc2c1Cl	-1.7	-6	-3	x	-21	-11	3	0.6	1.4	1.0
CC(=O)c1cnn(-c2c(Cl)cc(Cl)cc2Cl)c1C	1.0	-2	-4	-1	0	1	7	1.6	3.0	-1.1
CC(=O)N1c2ccc(S(=O)(=O)N3CCCC(C(=O)Nc4cccc(F)c4)C3)cc2CC1C (stereo not given)	0.6	-1	-6	-6	5	12	6	-0.5	2.7	-1.6
O=c1cc(NCc2ccccc2)nc2ccccn12	0.6	1	-1	0	7	-21	0	3.7	3.1	-0.1
Cc1ccc(S(=O)(=O)CC2CSc3nc(N)cc(=O)n32)cc1 (stereo not given)	0.8	0	0	-1	x	-11	-15	-1.5	-0.6	-1.3
Cc1ccc2c(c1)N(C(=O)CCC(=O)NCc1cccnc1)CCO2	-0.8	-2	-6	2	-5	-9	1	0.0	2.4	-0.4
CN(CC(=O)Nc1ccc(Cl)c(C(F)(F)F)c1)C(=O)Cc1ccsc1	3.0	-3	1	-4	-5	-8	-2	4.8	6.8	-1.8
CC(C)=CCC[C@](C)(O[C@@H]1O[C@H](CO[C@@H]2OC[C@H](O[C@@H]3OC[C@@H](O)[C@H](O)[C@H]3O)[C@H](O)[C@H]2O)[C@@H](O)[C@H](O)[C@H]1O)C1CC[C@]2(C)C1[C@H](O)CC1[C@@]3(C)CC[C@H](O)C(C)(C)C3[C@@H](O)C[C@]12C (stereo not given in full)	-0.1	-3	-7	-1	-8	-15	-4	4.4	0.6	-0.9
